PL synth Enamine: animal cell phospholipid biosynthesis inhibition, Enamine screen; 20,000 tested, 0.4% active; calls only at 10 µM; ZR-82 CHO cells, pyrene fatty acid UV survival, CellTiter Blue; peroxisome-deficient CHO-K1 mutant line; plus DGAT-1, DGAT-2 and ACAT inhibitors;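 active = cell survival signal 2 SD away from solvent-only control wells, confirmed on one or two retests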;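 also: 3 h compound exposure then viability read about one day after UV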
Calls only; i = inactive. Some of the compounds tested; the hit share may differ from the screen's.

SMILES	PL synth Enamine
Oc1cc(N=Nc2ccccc2)ccc1/C=N/N=C1\CC(c2ccccc2)N=N1 (stereo not drawn)	i
Clc1cc2c(c(CSc3nnc(-c4ccco4)o3)c1)OCOC2	i
Clc1ccc(C2NCC(c3ccccc3Cl)c3c2[nH]c2ccccc32)cc1 (stereo not drawn)	i
Cc1noc(C)c1S(=O)(=O)N(Cc1ccc2c(c1)OCO2)C1CCCC1	i
C=CCNC(=S)Nc1cc(S(=O)(=O)N2CCOCC2)ccc1-n1cncn1	i
CC(C)CN(C(=O)COC(=O)c1c(NC(=O)C(C)C)sc2c1CCC2)C1CCS(=O)(=O)C1 (stereo not drawn)	i
COc1ccccc1N=c1scc(-c2ccco2)n1/N=C/c1ccco1	i
O=C1CSC2=NC3=C(CCCC3=C3SCCCS3)C(c3ccccc3)N12 (stereo not drawn)	i
CNC(=O)NC(=O)COC(=O)c1cc2c(s1)CCC2	i
CC1(C)CC2CC(C)(CN2C(=S)Nc2ccc(Cl)cc2)C1 (stereo not drawn)	i
Cc1cc(C(=O)COC(=O)/C=C/c2ccco2)c(C)n1C	i
O=S(=O)(NNc1c(F)c(F)c(F)c(F)c1F)c1ccc(Cl)c(Cl)c1	i
Cc1cc(C)c2[nH]c(=O)cc(C)c2c1	i
O=C1C(=Cc2c[nH]c3ccc(Br)cc23)C(=O)c2ccccc21	i
CCCCn1c(N)c(N(C)C(=S)NCCCN2CCOCC2)c(=O)[nH]c1=O	i
Cn1c(SCC(=O)NC2CCCCCC2)nc2sc3c(c2c1=O)CCCC3	i
C=CCN=c1scc(-c2ccc(Cl)c(Cl)c2)n1/N=C/c1ccc2c(c1)OCO2	i
CCCCCCCCCCOC(=O)C[N+](C)(C)CC1CCCCC1O (stereo not drawn)	i
CC(C)CN(C1CCS(=O)(=O)C1)S(=O)(=O)c1cccs1 (stereo not drawn)	i
Cc1sc2ncnc(NC3CCCCC3C)c2c1C (stereo not drawn)	i
Nc1[nH]c(N=Nc2nc3c(s2)CCCC3)c2ccccc12	i
O=c1[nH]c(CSc2nnc(C3CC3)n2C2CC2)nc2c(Br)cc(Br)cc12	i
CCCCn1c(N)c(C(=S)NC(=O)CC(C)(C)C)c(=O)n(C)c1=O	i
C/C(=C\C(=O)C(F)(F)F)NCc1ccco1	i
CCCCC(=O)Nc1sc2c(c1C(N)=O)CCC2	i

Other compounds follow.
SMILES	PL synth Enamine
Cc1cc(C)c2c(N)nsc2n1	i
CN1/C(=C\C=N\NS(=O)(=O)c2ccccc2)C(C)(C)c2ccccc21	i
CC1C/C(=N\Nc2nc3ccccc3[nH]2)CC(C)(C)C1 (stereo not drawn)	i
O=C(CN1C(=O)C(=O)N(CCC2=CCCCC2)C1=O)NC(=O)NCc1ccco1	i
O=C1CCC(C(=O)O)=NN1	i
CCCCP(=Nc1ccccc1)(N(CC)CC)N(CC)CC	i
CCn1c2ccccc2c2cc(P(=Nc3cccc4ccccc34)(Oc3ccc(Br)cc3Br)C(C)(C)C)ccc21 (stereo not drawn)	i
COc1cc2cccc(OC)c(=O)c2c(OC)c1OC	i
CS(=O)(=O)Nc1cc(Br)c(O)c(Br)c1	i
Oc1ccc(/C=N/Nc2ncc(C(F)(F)F)cc2Cl)c(O)c1	i
O=C(COc1nnc2c(n1)Nc1ccccc1S2)N1CCCc2ccccc21	i
C=CCNC(=O)NC(=O)CSc1ncnc2sc3c(c12)CCC3	i
Cn1/c(=N/N=C2\CCCCc3ccccc32)sc2ccccc21	i
CC(C)c1c(-c2ccccc2)[n+](=O)c2c(n1[O-])CCC2	i
O=c1oc(C23CC4CC(CC(C4)C2)C3)nc2sc3c(c12)CCCC3	i
CN=c1scc(-c2ccc(Br)cc2)n1/N=C/c1ccccc1	i
CCC(C)(C)C1CCc2nc3sc4c(c3c(-c3ccc(C)cc3)c2C1)CCC4 (stereo not drawn)	i
CCOC(=O)c1c(C)[nH]c(NC(=O)NC2CCCCC2)c1C	i
c1csc(-c2nnn(CN3CCN(Cc4nc5ccccc5s4)CC3)n2)c1	i
O=C(N/N=C/c1c(F)c(F)c(F)c(F)c1F)C1CC1	i
O=[N+]([O-])c1ccc(N=Cc2sc3ccccc3c2O)cc1	i
O=C(CCN1C(=O)C2CC=CCC2C1=O)NCC(c1ccco1)N1CCCCC1 (stereo not drawn)	i
CC(C)N=c1scc(-c2ccc3c(c2)OCCO3)n1/N=C/c1ccc(C(C)(C)C)cc1	i
O=C(OC1(C(F)(F)F)C(=O)Nc2cc(Cl)ccc21)c1cc(F)c(F)c(F)c1F (stereo not drawn)	i
COc1ccc(S(=O)(=O)N2CCOCC2)cc1NS(=O)(=O)c1ccc2c(c1)OCCO2	i

Going on with the list.
SMILES	PL synth Enamine
COc1ccc(S(N)(=O)=O)cc1OC	i
C=CCn1c(=S)[nH]c2sc3c(c2c1=O)CCC(C)C3 (stereo not drawn)	i
O=S(=O)(c1ccc(Cl)cc1)c1nc(Nc2ccc(Br)cc2)sc1Cl	i
CC(C)n1c(=S)[nH]c2ccccc21	i
CC(C)=CCC/C(C)=C/CNCC(O)CN1CCOCC1 (stereo not drawn)	i
O=c1c(-c2ccccn2)coc2cc(O)cc(O)c12	i
COc1cc(NC(=S)Nc2ccc(SC(F)F)cc2)cc(OC)c1OC	i
Cn1c(SCCCn2c(=O)c3c(ncn3C)n(C)c2=O)nnc1-c1ccco1	i
c1coc(-c2nnc(SCCN3CCOCC3)o2)c1	i
Cc1nnc(SCC(=O)N2N=C3/C(=C/c4ccco4)CCCC3C2c2ccco2)s1 (stereo not drawn)	i
c1ccc2[nH]c(SCc3cn4ccccc4n3)nc2c1	i
CC1CC(N2C(=O)NC3(CCc4ccccc43)C2=O)C(=O)O1 (stereo not drawn)	i
NS(=O)(=O)c1ccc(N2CCCC2c2ccc3c(c2)OCCO3)nc1 (stereo not drawn)	i
CCCCn1c(N)c(N(CC)C(=O)NC(C)(C)C)c(=O)[nH]c1=O	i
Cc1cc(S(=O)(=O)N2CCCC2)c(C)cc1Cl	i
O=S(=O)(Nc1ccc(-n2cnnn2)cc1)c1ccc(F)c(F)c1F	i
C[n+]1ccccc1N1CCN(CC(=O)NC2CC2)CC1	i
O=C(OCn1nnc2ccccc2c1=O)c1nn(-c2ccccc2)c(=O)c2ccccc12	i
NC(=O)c1c(NC(=O)C2CCCCC2)sc2c1CCCC2	i
CCCc1cc(=O)[nH]c(SCc2cc(=O)n3cc(Br)ccc3n2)n1	i
CCOC(=O)c1c(C)[nH]c(C(=O)OCC(=O)C(C)(C)C)c1C	i
Cc1csc2nc(CSc3nnc(-c4cccs4)o3)cc(=O)n12	i
Cc1cc(CSc2nc3ccccc3c3nc4ccccc4n23)no1	i
CC1CC(C)CN(c2nc(C(F)(F)F)nc3ccccc23)C1 (stereo not drawn)	i
Cc1nc(Cc2nnc(SCC(=O)c3ccc(Br)s3)o2)cs1	i

(next part)
SMILES	PL synth Enamine
CCOC(=O)C1=C(C)NC(C)=C(C(=O)OCC)C1C(=O)OCC(=O)NC(CC)CC	i
Clc1cc(CSc2nnnn2C2CCCC2)cc2c1OCCO2	i
O=C(C1=CC=CN2CCS(=O)(=O)N=C12)N1CCN(Cc2ccc3c(c2)OCO3)CC1	i
O=P(Nc1cccc(Cl)c1)(c1ccccc1)c1nc2c(s1)CCCC2 (stereo not drawn)	i
O=C(COC(=O)c1ccc[nH]c1=O)c1ccc(Cl)s1	i
CC(=O)Oc1cc(OC(C)=O)c2c(C)cc(=O)oc2c1	i
O=c1[nH]nc(SCc2nc3ccccc3c(=O)[nH]2)c(=O)[nH]1	i
CC1CCCN(C(=N)N)C1 (stereo not drawn)	i
C/C=C/C=C/C(=O)OCc1nc2c(c(=O)[nH]c(=O)n2CCCC)n1CC	i
c1ccc2c(c1)ncn2CCC1CCCCC1	i
O=C1Nc2ccc(Br)cc2/C1=c1/sc2nc3ccccc3n2c1=O	i
NC(N)=N/N=C/c1cc2c(cc1[N+](=O)[O-])OCO2	i
Cc1cc(C)nc(N/N=C2/CCCCC2C)n1 (stereo not drawn)	i
O=C(c1cccs1)c1coc2ccc(Cl)cc2c1=O	i
Cc1ccc(C)c(C2=CSC3=NS(=O)(=O)CCN23)c1	i
O=S(=O)(Nc1cccnc1)c1ccc(Br)c2ccccc12	i
O=C(O)CN1C(=O)/C(=C2/C(=O)N(CC(=O)O)c3ccccc32)SC1=S	i
O=c1c2c3c(sc2[nH]c(=S)n1CCCN1CCOCC1)SCCC3	i
Fc1ccc(N=Cc2ccc(C=Nc3ccc(F)cc3F)cc2)c(F)c1	i
O=[n+]1cc(-c2ccc(Br)cc2)n([O-])c2c1CCCC2	i
CC(C)(C)C1CCC(=NNC(=O)c2cc3c(s2)CCCC3)CC1 (stereo not drawn)	i
C[C@H](NC(=O)c1ccco1)C(=O)NC1CCCCCC1	i
O=C(O)Cn1nnc2ccccc2c1=O	i
Brc1ccc(-c2nnc(-c3ccccc3)c(-c3ccccc3)n2)cc1	i
Cc1nnc(NC(=O)CN2C(=O)NC3(CC(C)CC(C)(C)C3)C2=O)s1 (stereo not drawn)	i

The list continues:
SMILES	PL synth Enamine
CCN(CC)CCCNC1CCCC1	i
CC(C)CCNc1nc(C(=O)O)cs1	i
Fc1ccc(-c2nnc(CO/N=C/c3cccc(Cl)c3Cl)o2)cc1	i
Cc1nc2sccn2c1-c1nc(-c2ccc(Cl)cc2Cl)cs1	i
CN(C)NC1CCS(=O)(=O)C1 (stereo not drawn)	i
Cc1ccc(C2CC(c3cccs3)=NN2C(=O)CCC(=O)O)o1 (stereo not drawn)	i
CCNC(=O)NC1(C(=O)O)CC2CCC1(C)C2(C)CC (stereo not drawn)	i
CC(C)(C)N1COc2c(cc(Cl)c3cccnc23)C1	i
CCc1cc2c(SCC(=O)c3[nH]c(C)c(C(C)=O)c3C)ncnc2s1	i
O=C1/C(=C/c2ccc(Br)s2)CCc2ccccc21	i
FC(F)(F)C(=NC1(C(F)(F)F)Oc2ccccc2O1)N1CCN(C(c2ccccc2)c2ccccc2)CC1	i
CC1CCC2(CC1)NC(=O)N(/N=C/c1ccc([N+](=O)[O-])o1)C2=O (stereo not drawn)	i
CSCCC(NC(=O)c1ccco1)C(=O)NCC1CCCCC1 (stereo not drawn)	i
O=c1c2c3c(sc2nc2c4ccccc4c(N4CCOCC4)nn12)CCC3	i
Cc1cccn2cc(CSc3nnnn3C)nc12	i
Cc1nc(SCc2nc3scc(-c4ccco4)c3c(=O)[nH]2)c2c3c(sc2n1)CCC3	i
Cc1cc(C)n2nc(SCc3cn4cccc(C)c4n3)nc2n1	i
O=S(=O)(Nc1ccc2ccccc2c1)c1ccc(F)c(F)c1F	i
Cc1cccn2c(=O)c3cc(C(=O)NCC(C)C)sc3nc12	i
CN(C(=O)CSc1nnc(-c2cccs2)n1CC1CCCO1)C1CCS(=O)(=O)C1 (stereo not drawn)	i
O=S(=O)(Nc1ccc(S(=O)(=O)N2CCCC2)cc1)c1ccc(Cl)cc1	i
Cc1ccc(C)n1-n1cnc2sc3c(c2c1=O)CCCC3	i
O=C(CSc1nnc(-c2ccco2)o1)OCc1cc(=O)n2c3c(sc2n1)CCCC3	i
Cc1noc(C)c1S(=O)(=O)N1CCN(Cc2ccc(Cl)s2)CC1	i
CCC(C)Nc1nc2cc(C)nn2c2ccccc12 (stereo not drawn)	i

Remaining list, next part
SMILES	PL synth Enamine
O=c1cc(C(F)(F)F)c2ccc(OS(=O)(=O)c3ccc(F)c(F)c3)cc2o1	i
O=C(CSc1nnc(SCC(=O)c2cccs2)s1)c1cccs1	i
O=S(=O)(NCc1ccncc1)c1ccc(F)c(C(F)(F)F)c1	i
CNC(=S)N/N=C(\C)c1ccc(C(C)(C)C)cc1	i
CC(=O)c1c(C)[nH]c(C(=O)C(C)Sc2ncccn2)c1C (stereo not drawn)	i
Cc1n[nH]c(C)c1N	i
CN1/C(=C/P(=O)(N(C)C)N(C)C)C(C)(C)c2ccccc21	i
CCOC1=[N+](c2ccccc2)N=C(C)C1P(=S)(/C=C1/N(C)c2ccccc2C1(C)C)N1CCOCC1 (stereo not drawn)	i
CCN(c1ncnc2c1oc1ccccc12)C1CCCCC1	i
COc1ccc(C(N)=S)c(OC)c1	i
S=c1nnc2c3ccccc3[nH]c2n1CCc1ccccc1	i
C=CCNC(=O)C1CC2CCCC(C1)C2=O (stereo not drawn)	i
Fc1cccc(-n2c(N3CCOCC3)n[nH]c2=S)c1	i
CNC(=S)N1CCN(c2ncc(C(F)(F)F)cc2Cl)CC1	i

From PubChem
